KCNQ2 inh: KCNQ2 potassium channel inhibitors, primary screen, cell-based, CHO-K1, FluxOR thallium flux, B-score (AID 2156) | Potassium voltage-gated channel subfamily KQT member 2 (Rattus norvegicus), O88943 | 20 min; active compounds read low | B-score at 10 µM | hit rate 1.1% among 310,000;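 active means fluorescence ratio B-score at most minus 3 library SDs, with starting brightness B-score within 2 library SDs, cut at about -5.5 in these data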
Target sequence (O88943 whole entry, looked up): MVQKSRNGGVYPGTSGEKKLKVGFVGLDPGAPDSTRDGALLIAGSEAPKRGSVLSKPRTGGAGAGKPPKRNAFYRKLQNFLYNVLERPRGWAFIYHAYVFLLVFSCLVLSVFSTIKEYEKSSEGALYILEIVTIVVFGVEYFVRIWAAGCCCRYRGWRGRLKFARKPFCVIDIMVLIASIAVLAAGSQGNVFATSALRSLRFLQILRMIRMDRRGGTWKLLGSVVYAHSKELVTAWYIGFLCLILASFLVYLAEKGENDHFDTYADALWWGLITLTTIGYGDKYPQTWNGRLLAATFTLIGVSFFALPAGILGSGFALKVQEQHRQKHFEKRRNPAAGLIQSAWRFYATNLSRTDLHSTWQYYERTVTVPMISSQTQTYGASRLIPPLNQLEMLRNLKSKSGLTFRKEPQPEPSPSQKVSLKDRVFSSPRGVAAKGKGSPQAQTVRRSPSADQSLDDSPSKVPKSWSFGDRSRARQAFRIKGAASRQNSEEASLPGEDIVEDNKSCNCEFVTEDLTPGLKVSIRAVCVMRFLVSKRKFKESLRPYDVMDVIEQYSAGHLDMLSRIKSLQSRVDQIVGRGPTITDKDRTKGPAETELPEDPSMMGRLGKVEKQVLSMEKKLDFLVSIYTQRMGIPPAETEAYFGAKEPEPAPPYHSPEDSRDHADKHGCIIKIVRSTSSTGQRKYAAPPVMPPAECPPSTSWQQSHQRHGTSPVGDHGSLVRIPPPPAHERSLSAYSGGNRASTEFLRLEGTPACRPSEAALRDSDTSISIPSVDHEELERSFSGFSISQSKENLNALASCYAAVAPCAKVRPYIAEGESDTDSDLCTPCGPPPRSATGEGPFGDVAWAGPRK
OX1R antag: antagonists of human orexin 1 receptor (OX1R) | inhibition, % at 6.6 µM | hit rate 1.8% among 330,000 | Orexin/Hypocretin receptor type 1 (Homo sapiens), O43613 | AID 485270, 2010 | OX1R-expressing cells, FRET antagonist read-out; in the data active means inhibition mostly above about 38%, no sharp cut-off; inactive means mostly below about 40%;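 further: 0% = agonist challenge alone and 100% = reference antagonist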
STK33 kinase inh: inhibitors of purified STK33 kinase, primary screen, biochemical, ADP-Glo luminescence, homogeneous, cell-free | hit rate 0.073% among 320,000 | MBP phosphorylation | inhibition, % at 10 µM;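 active means inhibition at or above 25%, using the most active replicate where run in duplicate; inactive means inhibition below 25%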
The depositor's hits bear a star; i = inactive; · = not tested or not shown.

KCNQ2 inh | OX1R antag | STK33 kinase inh | canonical_smiles
i | 16.3 | 1.7 | N#C/C(=N\Nc1ccccc1)C(=N)N1CCCCC1
i | 19.1 | 0.0 | CCN(C(=O)Cn1c(=O)n(Cc2ccccc2)c(=O)c2ccccc21)c1cccc(C)c1
i | 45.4* | 0.7 | COc1ccc(-c2noc(C3CCCN(S(=O)(=O)c4cccc(Cl)c4C)C3)n2)cc1OC (stereo not drawn)
· | 9.5 | -1.1 | Cc1cc(=O)[nH]c(SCC(=O)Nc2ccc(N3CCCCC3)cc2)n1
i | 21.7 | -2.0 | O=C(Cc1ccccc1)NCC(=O)OCC(=O)c1ccc(Cl)cc1
i | 7.0 | -0.9 | COc1cc(C(=O)NC2CCCCCCC2)cc(OC)c1OC
i | 47.3 | -2.1 | Cc1nc(NC(=O)c2ccccc2)sc1-c1csc(Nc2cccc(Cl)c2)n1
i | 20.0 | -0.7 | CCOc1cc(C)nc(Oc2ccc(=O)[nH]n2)n1
i | 0.1 | -4.1 | CCC(=O)Nc1nc(C)c(C(=O)Nc2cccc(Cl)c2)s1
i | 13.5 | · | CCOc1ncccc1C(=O)OCC(=O)Nc1ccc2c(c1)OCO2
i | 20.2 | -1.2 | CCn1c(Cc2ccccc2)nnc1SCC(=O)Nc1nc(C)cs1
i | 22.1 | -0.2 | O=C(c1ccc2c(c1)OCCO2)N(c1ccccn1)C1CCCCC1

Next part, starting with the last 6 of the part before.
KCNQ2 inh | OX1R antag | STK33 kinase inh | canonical_smiles
i | 47.3 | -2.1 | Cc1nc(NC(=O)c2ccccc2)sc1-c1csc(Nc2cccc(Cl)c2)n1
i | 20.0 | -0.7 | CCOc1cc(C)nc(Oc2ccc(=O)[nH]n2)n1
i | 0.1 | -4.1 | CCC(=O)Nc1nc(C)c(C(=O)Nc2cccc(Cl)c2)s1
i | 13.5 | · | CCOc1ncccc1C(=O)OCC(=O)Nc1ccc2c(c1)OCO2
i | 20.2 | -1.2 | CCn1c(Cc2ccccc2)nnc1SCC(=O)Nc1nc(C)cs1
i | 22.1 | -0.2 | O=C(c1ccc2c(c1)OCCO2)N(c1ccccn1)C1CCCCC1
· | 17.5 | 1.3 | CC(=O)O[C@H]1C[C@@H]2CC[C@@H]3[C@H](CC[C@@]4(C)[C@H]3C[C@H]([N+]3(C)CCCCC3)[C@@H]4OC(C)=O)[C@@]2(C)C[C@@H]1[N+]1(C)CCCCC1
i | 3.4 | 0.5 | Cc1ccccc1CC1(CO)CCCN(Cc2ccn[nH]2)C1 (stereo not drawn)
i | 29.7 | -0.8 | O=c1[nH]cnc2sc3c(c12)CCN(Cc1ccccc1)C3
i | 29.1 | · | Cc1cccc(Cc2cnc(N3C(=N)SC(c4ccccc4)C3=O)s2)c1 (stereo not drawn)
i | 7.2 | 1.0 | COc1ccc2c(C)c(CC(=O)N3CCN(C(=O)C4COc5ccccc5O4)CC3)c(=O)oc2c1C (stereo not drawn)
i | 32.8 | -4.5 | O=C(OC(C(=O)O)C(OC(=O)c1ccccc1)C(=O)NCc1ccccc1)c1ccccc1 (stereo not drawn)
i | 11.5 | -1.6 | O=C(OCC(=O)N1CCOCC1)c1ccc(Cl)nc1
i | 13.2 | -1.1 | Cc1cc(NC(=O)CSc2nnnn2C)n(-c2ccccc2)n1
i | 10.9 | 0.9 | COc1ccc([N+](=O)[O-])cc1NCc1cccnc1
i | 2.6 | -1.2 | CC(=O)N1CCN(c2ccc(NC(=O)c3ccc4c(c3)OCO4)cc2)CC1
i | 11.0 | 0.1 | CC(C)[C@H](NS(=O)(=O)c1ccc(Cl)cc1)C(=O)OCC(=O)NCCN1C(=O)CSC1=O
i | 21.0 | 6.2 | COc1ccccc1/C=C/C(=O)NC(=S)NC(C)C
i | -2.3 | -2.0 | CCOC(=O)C1=C(C)N(C)C(=O)NC1c1cc2c(cc1Br)OCO2 (stereo not drawn)
i | -0.2 | 0.3 | COc1cc(C2C(C#N)=C(N)Oc3cc(O)ccc32)cc(OC)c1OC (stereo not drawn)
i | 10.2 | 0.0 | COc1ccc(-c2nnc(SCC(=O)Nc3ccccc3OC)o2)cc1
i | 8.1 | -2.4 | Cn1cc(S(=O)(=O)c2ccccc2)n(C)c1=O
· | 0.5 | -0.5 | CN1CCN(C(=O)c2ccccc2NS(=O)(=O)c2ccc(F)cc2)CC1
i | 19.6 | -0.3 | CC1=C(C(N)=O)C(c2sccc2C)n2nnnc2N1 (stereo not drawn)
i | 16.9 | -1.4 | CCN(CC)c1ccc(/C=N\N2CCN(Cc3ccc(C)cc3)CC2)cc1
-8.59* | 20.9 | -1.7 | CC1(C)CCCN(C(=O)N2c3ccccc3Sc3ccccc32)C1
i | 3.9 | -1.6 | CC(C)CNC(=O)C1CCN(c2ccc(S(=O)(=O)N3CCOCC3)cc2)CC1
i | 26.1 | · | COc1cc2c(cc1OC)C(COc1ccccc1OC)N(C(=O)C(C)C)CC2 (stereo not drawn)
i | 1.9 | -1.9 | CC1(C)Cc2c(sc3nc(=S)[nH]c(N)c23)CO1
· | 14.1 | 0.6 | CC(C)(C)OC(=O)C[C@@H]1C/C=C\C[C@@H](CC(=O)N(CCO)Cc2ccccc2)C(=O)N[C@H](C(C)(C)C)COC1=O
i | 8.5 | 0.1 | CCCCCCCC(=O)NNC(=O)c1ccc(F)cc1
· | 0.3 | 0.8 | N#CCc1ccccc1C(=O)OCC(=O)N(Cc1ccccc1)Cc1ccccc1
· | 3.1 | 0.1 | COc1ccc(CN2C(=O)C(C)Nc3ncnc(N4CCN(c5ccccn5)CC4)c32)cc1 (stereo not drawn)
i | 1.6 | · | CC12CCC(C(=O)NCc3ccc(F)cc3)(OC1=O)C2(C)C (stereo not drawn)
i | 9.1 | 1.0 | Cc1cc2nc(SCC(=O)Nc3nonc3C)c3c(c2cc1C)CCCC3
i | 29.4 | -0.1 | Cc1ccc(CNc2cc(C(=O)O)ccc2Cl)s1
i | 23.4 | -0.8 | CCOC(=O)/C(C#N)=C(/C)c1ccc(OC)cc1
i | 9.1 | 1.0 | O=C(CN1CCN(Cc2ccccc2F)CC1)Nc1ccccc1Cl
i | 36.1 | -1.3 | O=[N+]([O-])c1ccc(C(=S)N2CCCC2)cc1
i | 20.1 | 1.2 | OCCNc1nc2ccccc2n1CCN1CCCCC1
i | 14.5 | 0.6 | COc1ccccc1/C=C/C(=O)OCCN1C(=O)c2ccccc2C1=O
i | · | 0.6 | Cc1[nH]n(C(N)=S)c(=O)c1N=Nc1ccc([N+](=O)[O-])cc1Cl
i | 5.3 | 0.3 | Cc1ccc(NC(=O)CC(O)(C(F)(F)F)C(F)(F)F)cc1
i | 20.6 | -1.0 | CC(CCc1ccccc1)NC(=O)c1cnc(Cl)c(Cl)c1 (stereo not drawn)
i | 35.2 | -0.7 | c1ccc(-c2cnc(CSc3ncnc4sccc34)o2)cc1
i | 40.6 | 0.3 | CSc1ccccc1N=Cc1nc(-c2ccccc2)oc1O
i | 25.1 | 0.7 | O=C(NCc1ccccn1)c1cc(Br)ccc1Cl
i | 26.1 | 0.9 | COc1cc(-c2cc(=O)c3c(O)cc(O)cc3o2)ccc1O
i | 7.5 | -2.4 | COc1ccc(C2CC(c3ccccc3)=NN2C(=O)COC(=O)c2cccc(S(=O)(=O)N3CCOCC3)c2)cc1 (stereo not drawn)
i | 19.2 | 0.2 | C=CCNC(=S)NC(=O)c1csc([N+](=O)[O-])c1
i | 0.1 | 0.0 | Cc1cc(C2C(=O)c3ccccc3C2=O)c(C)c(C)c1C
i | 7.8 | 0.3 | O=C(COc1ccccc1)N1CCN(C(=O)c2ccco2)CC1
i | -4.0 | -0.6 | COc1cc(C)cc(CN2CCC(Cc3ccccc3)CC2)c1O
i | 5.5 | -2.7 | Cc1ccc(S(=O)(=O)NCCC(c2ccccc2)c2ccccc2)cc1C(=O)O
i | 22.2 | -1.1 | COc1ccccc1-c1cc(C(=O)N2CCOCC2)no1
i | 6.1 | -0.6 | Cc1ccccc1Nc1ncnc2c1cnn2C
i | 4.7 | -0.7 | Cc1cc(S(=O)(=O)NCC(C)C)ccc1OCC(=O)NCc1ccccn1
i | 20.3 | -0.3 | CCOc1cc(C(=O)NC(C)Cc2cccs2)cc(OCC)c1OCC (stereo not drawn)
· | 4.2 | -0.8 | COc1ccc(Cl)cc1S(=O)(=O)N1CCN(C(=O)c2n[nH]c(=O)c3ccccc23)CC1
i | 13.1 | -1.0 | C=C(C)C1CC=C(C)/C(=N/NC(=O)COc2ccccc2C)C1 (stereo not drawn)
i | 25.9 | -2.1 | O=C(NCCc1ccc(F)cc1)c1ccncc1
i | · | -1.8 | Cc1cc(C)c(NC(=O)CCCCCNC2CCCCC2)c(C)c1
i | 23.8 | 0.1 | Cc1c(C(=O)Nc2ccccc2F)sc2nc3n(c(=O)c12)CCC3
i | 63.3* | -0.7 | Cc1ccc2c(c1)c(C)c(C)n2CC(O)Cn1nnc2ccccc21 (stereo not drawn)
i | -1.7 | -0.8 | Cc1ccc(N2C(=O)CC(Cc3cccc(C)c3)C2=O)cc1 (stereo not drawn)
· | 1.0 | 0.6 | OCC[C@H]1C[C@H](O)[C@@H](O)[C@@]2(Cc3ccccc3O2)O1

(list continues)
KCNQ2 inh | OX1R antag | STK33 kinase inh | canonical_smiles
i | 74.6* | -0.1 | CCN1C(=O)C(CC(=O)Nc2ccccc2Cl)N(NC(=O)c2cccc(F)c2)C1=S (stereo not drawn)
i | 26.6 | 1.6 | O=C(Nc1ccccc1NC(=O)c1c(F)c(F)c(F)c(F)c1F)c1c(F)c(F)c(F)c(F)c1F
i | 23.2 | -0.8 | C#CCOCCOCCOCCNc1nc(N2CCN(C(=O)[C@H]([C@@H](C)CC)n3cc([C@@H](N)Cc4ccc(O)cc4)nn3)CC2)nc(N2CCN(C(=O)[C@H](Cc3ccc(O)cc3)n3cc([C@@H](N)CC(C)C)nn3)CC2)n1
i | 3.1 | -2.4 | CCOC(=O)C1C(=O)CC(C)(O)C(C(=O)OCC)C1c1ccc(OCC)cc1 (stereo not drawn)
i | 20.3 | -2.2 | CCOC(=O)C(NC(=O)NCc1ccc(F)cc1)(OCC)C(F)(F)F (stereo not drawn)
i | 2.8 | -0.3 | NC(=O)Cn1nnc(-c2ccc(C(F)(F)F)cc2)n1
i | 19.9 | -0.5 | NNC(=O)CNC(c1ccccc1)c1cc(Br)ccc1NC(=O)c1ccccc1Br (stereo not drawn)
i | 30.2 | 0.5 | Cc1ccc(-c2cc(C(F)F)nc(NCC3CCCO3)n2)cc1 (stereo not drawn)
i | 8.0 | -0.6 | CCN1CCN(S(=O)(=O)c2ccc(Br)s2)CC1
i | 2.5 | -0.6 | CC1(C(=O)NCCOc2ccccc2Cl)CC1(Cl)Cl (stereo not drawn)
i | 19.5 | 2.3 | COc1ccc2nc(-c3ccc(N)cc3)[nH]c2c1
i | 58.0 | -0.1 | O=C(NCCc1ccccc1)N1c2ccccc2Sc2ccccc21
i | 14.0 | -1.0 | COC(/C=C/Nc1ccc(C)c(C)c1)=C(C#N)C#N
i | 15.0 | · | COc1ccc(Cl)cc1NC(=O)CCNC(=O)OCc1ccccc1
i | 2.4 | -0.7 | COc1ccc(NC(=O)c2cccnn2)cc1
i | 7.3 | 0.2 | O=C(COC(=O)c1cc(S(=O)(=O)N2CCOCC2)ccc1Cl)NCc1ccco1
i | -2.5 | -0.4 | COc1ccc(NC(=O)CCS(=O)(=O)c2ccc3c(c2)oc(=O)n3C)cc1OC
i | 9.5 | -0.5 | CCN(CC)c1nc(NN)nc(Nc2ccc(C)c(Cl)c2)n1
i | 22.2 | -0.8 | Cc1ccc2c(c1)N(CC(=O)Nc1ccc3c(c1)OCCO3)C(=O)CO2
i | 30.4 | 0.4 | CCS(=O)(=O)c1ccc(O)c(NC(=O)/C=C/c2ccccc2)c1
i | 5.1 | -0.9 | COc1ccc(C(CNC(=O)CN2C(=O)NC3(CC(C)CC(C)(C)C3)C2=O)N2CCOCC2)cc1 (stereo not drawn)
· | 35.3 | -1.3 | c1ccc(CNc2c(-c3cccc(SC4CCCCC4)c3)nc3ccccn23)cc1
i | 15.0 | -3.0 | COc1cc(OC)cc(C(=O)NC(=S)Nc2ccc(NC(=O)c3ccco3)cc2)c1
i | 18.9 | -1.2 | COc1cccc(NC(=O)[C@H](Cc2c[nH]c3ccccc23)NC(=O)[C@@H]2Cc3ccccc3CN2)c1
i | 10.1 | -0.3 | O=C(Nc1cccc2ccccc12)c1ccccc1Cl
· | 34.5* | -1.7 | O=C(COC(=O)c1cc(S(=O)(=O)Nc2ccccc2Cl)ccc1O)Nc1ccc(F)c(F)c1F
i | 8.0 | -0.2 | Clc1cccc(OCCCCN2CCCCC2)c1
i | 17.6 | -0.1 | COc1ccc(Br)cc1S(=O)(=O)n1ccnc1
i | 5.7 | -0.7 | CC(C)CC1Nc2ccc(C(=O)NCCCN3CCOCC3)cc2NC1=O (stereo not drawn)
i | 17.9 | -1.5 | COc1cc(/C=C2/C(=N)N3C=CSC3=NC2=O)ccc1OCCCOc1cc(C)ccc1C
i | 23.6 | -1.2 | O=C(CSC1=NCCS1)NCc1ccco1
i | 9.1 | -1.6 | COCCn1c(N2CCN(c3ccccc3)CC2)nc2c1c(=O)n(C)c(=O)n2C
i | · | 0.3 | Cc1cnc(C(=O)NCCc2ccc(Cl)cc2)cn1
-7.96* | 20.1 | -0.5 | COc1ccc(Nc2cc(C(=O)N3CCc4ccccc4C3)c3ccccc3n2)c(OC)c1
i | 2.6 | 0.0 | COc1ccc(NC(=O)CCCNC(=O)Cn2cnc3sc(C)c(C)c3c2=O)c(OC)c1
i | 4.6 | -1.6 | CN(C)S(=O)(=O)c1cc(NC(=O)CN2CCNC(=O)C2)ccc1Cl
i | 5.3 | -1.4 | O=C(Nc1cccc([N+](=O)[O-])c1)c1cc(S(=O)(=O)Nc2ccccn2)ccc1Cl
i | 11.5 | -0.6 | CCCc1ccc2oc(C(=O)NCCc3cnn(C)c3)c(C)c2c1

High-throughput results (PubChem BioAssay)
